Screening data as filed in PubChem.
SV40 large T antigen: SV40 large T antigen inhibitors, biochemical (AID 1903); 310,000 compounds, 0.39% hits; SV40 large T antigen ATPase/helicase inhibition assay; higher % means a stronger effect; inhibition, % at 20 µM, or IC50 in µM where a hit was titrated; in the data active means a potency from the dose series; inconclusive means inhibition mostly from about 32% at the one dose, without a potency; inactive means the rest, 99 in 100 with inhibition below about 32%; further: strong numbers were not always called active
West Nile antiviral: West Nile virus antiviral activity, cell-based, CPE readout (AID 1621); West Nile virus-infected cells, CPE inhibition; higher % means a stronger effect; CPE inhibition, % at 10 µM, or IC50 in µM where a hit was titrated; 290,000 compounds, 0.02% hits; in the data active means a potency from the dose series; inconclusive means CPE inhibition mostly from about 3.7% at the one dose, without a potency; inactive means the rest, 99 in 100 with CPE inhibition below about 2.2%; further: strong numbers were not always called active
b-catenin transl: modulators of beta-catenin nuclear translocation, primary screen, imaging, HeLa cells, immunofluorescence, high-content. AID 1665, 2009. nuclear translocation activity, % at 5 µM. 190,000 compounds, 0.3% hits;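 active means nuclear translocation activity above 50% at 5 µM, with a well cell count of 50 or more; inconclusive means wells under 50 cells across six images, flagged as toxic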;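 further: per-cell ratio of nuclear to cytoplasmic median beta-catenin stain intensity; plate controls were DMSO negative control for no effect and GSK-3 inhibitor IX positive control for full effect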
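Read-out: Nuclear/cytoplasmic beta-catenin signal ratio, % activation | Assay system: Human HeLa cell line | Times: 24 h compound exposure at 37°C, 5% CO2 | Signal: Fluorescence imaging of beta-catenin antibody stain plus DAPI | Dosing: 5 µM primary, 0.02–20 µM confirmation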
WT yeast gro inh: growth inhibition of WT strain, primary screen, mitochondrial fusion inhibitor project, WT and mutant strains, chemical genetic. mitochondrial fusion phenotypic screen. inhibition, % at 10 µM. 190,000 compounds, 2.1% hits. AID 1362, 2008; in the data active means inhibition above about 58%; tested in S. cerevisiae
Salmonella PhoP GFP: inhibitors of PhoP regulon expression, primary screen, Salmonella Typhimurium, GFP reporter (AID 1863); S. Typhimurium PhoP-regulated promoter GFP reporter, 4 h; higher % means a stronger effect; inhibition, % at 50 µM; hits with a dose series show IC50 in µM; 300,000 compounds, 0.16% hits;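 active means inhibition over 29.93%, a cutoff 3 SD above the screen mean, later confirmed by dose response; inconclusive means inhibition over 29.93% but no dose response follow-up; inactive means inhibition at most 29.93% or unconfirmed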;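 further: 0% = low Mg2+ inducing control and 100% = high Mg2+ repressing control; strong numbers were not always called active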
Myeloid diff 2: induction of myeloid progenitor differentiation, primary screen, cell-based, flow cytometry, MLPCN library | ER-HoxA9 myeloid progenitors, lysozyme-GFP differentiation | calls only at 10 µM | 360,000 compounds, 1% hits | AID 624256, 2012;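 active means normalized GFP-positive differentiation at or above the plate's own cutoff, the solvent-only control mean plus 3 SD; inconclusive means no clear call, values can overlap the other calls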;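 further: cells exposed to compound for four days before flow analysis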
T cell modulator: modulators of CD8 T cell-vesicle binding, primary screen, mouse 2C CD8+ T cells, flow cytometry | 2C CD8+ T cell-vesicle binding; hits give low values | calls only at 7 µM | 330,000 compounds, 0.068% hits | AID 2052, 2009;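 active means response, share of CD8 T cells binding vesicles, and their 90th percentile fluorescence all below set limits, cut at about 80% in these data, passing the limit was not always enough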
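System: murine 2C transgenic CD8+ T lymphocytes; also added: QL9-loaded Drosophila micro-vesicles; times: binding 1.5 h at 37 °C; measured by: flow cytometry, PE anti-B7-1 (FL2) versus Alexa647 anti-CD8 (FL8), PFA-fixed; control set: Peptide-free naked vesicles (low) and QL9 vesicles with 0.7% DMSO vehicle (high)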
RSV antiviral HEp-2: RSV antiviral activity via CPE protection, HEp-2 cells, primary 10 µM value included (AID 2391); 310,000 compounds, 0.13% hits; one-dose CPE inhibition, % at 10 µM; IC50 in µM for titrated hits; HEp-2 cells, RSV-induced CPE inhibition; higher % means a stronger effect; in the data active means a potency from the dose series; inconclusive means CPE inhibition mostly from about 23% at the one dose, without a potency; inactive means the rest, 99 in 100 with CPE inhibition below about 21%; further: strong numbers were not always called active
MgcRacGAP inhibition: MgcRacGAP GTPase-activating activity inhibitors, confirmation, biochemical, ADP Hunter fluorescence. MgcRacGAP-stimulated Rac1 GTP hydrolysis, ADP Hunter fluorescence; higher % means a stronger effect; GST-tagged Rac1 F28L mutant substrate. 340,000 compounds, 0.6% hits. Rac GTPase-activating protein 1 (Homo sapiens). inhibition, % at 30 µM; hits with a dose series show IC50 in µM. AID 624330, 2012;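 active means first-screen hits whose inhibition reached a set limit at any dose in the follow-up dose series; inconclusive means inhibition above the set first-screen limit but never retested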;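 further: fluorescence reports GDP produced by GAP-driven GTP hydrolysis; strong numbers were not always called active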
WT yeast gro inh mutant strain: recorded beside WT yeast gro inh, whose call it bears; inhibition, %; mitochondrial fusion phenotypic screen, mutant strain inhibition
b-catenin transl cell count 5 µM: recorded beside b-catenin transl, whose call it bears; cell count; measured here: cell count, cytotoxicity flag
T cell modulator vesicle-bound %: recorded beside T cell modulator, whose call it bears; double positive events, %; measured here: CD8+ vesicle-bound cell fraction;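 binding gate set so that unloaded-vesicle control wells show 10% double positive cells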
Myeloid diff 2 GFP+ MAC1+ %: recorded beside Myeloid diff 2, whose call it bears; GFP+ MAC1+ double positive, %; measured here: differentiation confirmed by MAC1 staining
* = called active by the depositor; i = inactive; ? = inconclusive; · = no result given; + = active, no number.

Fields: SV40 large T antigen	West Nile antiviral	b-catenin transl	b-catenin transl cell count 5 µM	WT yeast gro inh	WT yeast gro inh mutant strain	Salmonella PhoP GFP	Myeloid diff 2	Myeloid diff 2 GFP+ MAC1+ %	T cell modulator	T cell modulator vesicle-bound %	RSV antiviral HEp-2	MgcRacGAP inhibition
- CN(Cc1ccccc1F)C(=O)c1sccc1-c1ccccc1
    20%	-0.6%	·	·	·	·	-3%	i	0.4	i	63	4.7%	5%
- COc1ccc(-c2nc3ccccc3s2)cc1
    -1%	0.2%	0.7	1464	28	27	-5%	i	0.3	·	·	·	12%
- O=S(=O)(/N=C(/Nc1cccc2ccccc12)c1ccccc1)c1ccc(F)cc1
    9%	-0.1%	·	·	·	·	-4%	?	·	i	30	4.6%	7%
- COC(=O)C1=C(C)N(C(C)c2ccccc2)C(=O)/C1=C\c1ccco1 (stereo unspecified)
    27%	-0.4%	-0.9	1060	58*	-4.6*	-2%	i	0.3	i	11	5.4%	13%
- O=c1cc(NCCO)c2ccccc2o1
    6%	0.0%	-0.5	1139	-3	1	-10%	i	0.7	i	56	0.5%	6%
- O=Cc1ccccc1OCCN1CCCC1=O
    -15%	0.0%	·	·	·	·	15%	i	1.1	i	21	0.6%	11%
- Cc1ccc(C)c(Cn2nnc3c(=O)[nH]c(C4CCN(S(=O)(=O)c5ccc(S(=O)(=O)NC6CC6)cc5)CC4)nc32)c1
    9%	-0.3%	·	·	·	·	2%	i	1.1	i	26	9.6%	9%
- Cc1ccc2c(c1)N(CC(=O)NCCCN1CCOCC1)C(=O)c1cccnc1O2
    ·	-1.2%	·	·	·	·	·	i	0.9	i	14	1.3%	5%
- CCOC(=O)N1CCN(c2c(N3CCN(c4ccccc4OC)CC3)c(=O)c2=O)CC1
    ·	-0.1%	1.0	957	·	·	·	i	2.2	i	39	1.5%	8%
- CCCNC(=O)N1CCC(n2nccc2NC(=O)CCOc2ccccc2)CC1
    -1%	-0.1%	·	·	·	·	-3%	?	·	i	64	0.1%	1%
- COCCN1C(=O)c2ccc(C(=O)Nc3cccnc3)cc2C1=O
    4%	0.6%	·	·	·	·	-7%	i	3.1	i	22	0.8%	8%
- COCCN(C(=O)c1csnn1)C(C(=O)NC(C)(C)C)c1cccc(OC)c1 (stereo unspecified)
    3%	-0.7%	·	·	32	23	8%	i	0.6	i	7	1.4%	1%
- Cc1ccc(C)c(/C(O)=C2\C(=O)C(=O)N(CCCN3CCOCC3)C2c2cccnc2)c1 (stereo unspecified)
    16%	0.2%	0.2	1013	17	24	10%	i	0.8	·	·	·	11%
- COc1cc(/C=C2\SC(=O)N(CCNC(=O)c3sc4cc(F)ccc4c3Cl)C2=O)cc(OC)c1OC
    8%	-0.1%	1.6	1074	-10	1	-15%	i	0.6	i	68	5.4%	-4%
- Cc1cc2oc(=O)sc2cc1NS(=O)(=O)c1cccc2cccnc12
    6%	-0.9%	·	·	·	·	8%	i	2.8	i	30	1.1%	-2%
- COc1ccc(N2C(=O)CC(Sc3nc(C)cc(C)c3C#N)C2=O)cc1 (stereo unspecified)
    11%	-0.1%	-0.8	1104	-26	3	-1%	·	·	i	25	1.6%	2%
- Cc1ccsc1/C=N/N=C1\C(=O)Nc2ccccc21
    -5%	0.1%	-4.8	513	7	8	5%	i	0.2	i	28	5.2%	11%
- O=C(Nc1ccc([N+](=O)[O-])cc1)c1nc[nH]c1C(=O)NC1CCCCC1
    5%	-1.3%	-1.5	563	0	-9	-7%	i	0.1	i	58	-0.3%	10%
- CSCCC(NC(=O)C1CCCC1)c1nnc2ccccn12 (stereo unspecified)
    4%	-0.1%	·	·	·	·	2%	i	0.6	i	12	0.7%	4%
- CC1CC(C)CN(S(=O)(=O)c2ccc(NC(=S)NC(=O)c3ccccc3)cc2)C1 (stereo unspecified)
    13%	-1.4%	0.4	1022	-2	-10	-15%	i	0.2	i	43	0.8%	11%
- Cc1ccc(CS(=O)(=O)CCC(=O)NCCC2=CCCCC2)cc1
    5%	-0.8%	-0.6	1135	11	8	2%	i	1.0	i	20	-1.4%	10%
- Cn1c(SCC(=O)N/N=C/c2ccncc2)nc2ccccc21
    2%	0.9%	-0.8	1459	·	·	-4%	i	0.3	i	39	2.1%	10%
- CN(CC(=O)Nc1cccc(F)c1)C(=O)CCc1nc2cc(S(=O)(=O)N3CCOCC3)ccc2n1C
    14%	·	·	·	·	·	3%	i	1.6	i	53	2.8%	6%
- COc1cccc(C(C)NC(=O)Cc2cccs2)c1 (stereo unspecified)
    8%	-0.4%	·	·	·	·	-1%	i	1.3	i	60	1.2%	0%
- Cc1cccc(C(=O)Oc2c(Br)cc(Br)cc2/C=N/NC(=O)c2ccncc2)c1
    0%	-0.2%	·	·	·	·	8%	i	2.2	i	52	0.5%	0%
- Cc1ccccc1OCC(=O)NCC(c1cccs1)N1CCOCC1 (stereo unspecified)
    20%	·	·	·	·	·	-2%	i	1.0	i	52	18%	2%
- COc1ccc(/C=C/C(=O)Nc2nc(C)c(C(=O)N(C)C)s2)cc1OC
    11%	0.7%	-1.4	986	3	-11	3%	i	0.7	i	30	4.2%	12%
- O=C(COc1ccccc1-c1ccccc1)NCCN1C(=O)S/C(=C\c2cccnc2)C1=O
    10%	1.1%	-1.5	1078	-13	1	-4%	i	0.4	i	40	1.5%	1%
- COc1cccc(-c2nnc(SCc3ccc(C#N)cc3)n2Cc2ccco2)c1
    7%	-0.5%	-3.5	1057	27	0	5%	i	0.5	i	54	3.2%	12%
- COc1cc(/C=C/CN2CCN(CCC(C)C)C(CCO)C2)ccc1O (stereo unspecified)
    19%	-0.7%	2.1	1046	-6	-24	0%	i	0.9	i	20	-2.9%	101µM*

(next part)
Fields: SV40 large T antigen	West Nile antiviral	b-catenin transl	b-catenin transl cell count 5 µM	WT yeast gro inh	WT yeast gro inh mutant strain	Salmonella PhoP GFP	Myeloid diff 2	Myeloid diff 2 GFP+ MAC1+ %	T cell modulator	T cell modulator vesicle-bound %	RSV antiviral HEp-2	MgcRacGAP inhibition
- CCOC(=O)c1c(C)[nH]c(C(=O)OCC(=O)Nc2cc(Cl)ccc2OC)c1C
    20%	3.0%	1.8	1393	85*	-0.1*	-2%	i	5.1	i	3	4.5%	3%
- CCOC(=O)C1=C(Cn2ccc(C(F)(F)F)n2)NC(=O)NC1c1ccc2c(c1)OCO2 (stereo unspecified)
    3%	-0.5%	·	·	3	11	-4%	i	1.0	i	58	0.8%	7%
- COc1ccc(CC(=O)Oc2ccc(C#N)cc2)cc1
    6%	0.2%	·	·	·	·	-4%	i	0.3	i	24	2.9%	6%
- COCCNC(=S)NNC(=O)c1cccs1
    9%	-0.6%	-0.6	1478	-23	-3	9%	i	0.4	i	4	1.3%	13%
- CCOc1ccc(/C=N/OCC(=O)Nc2ccc(OCc3ccccc3)cc2)cc1OC
    15%	-0.8%	-2.3	516	3	-8	0%	i	0.6	i	38	-1.2%	-26%
- Cc1cc2ccccn2c1C(=S)NC(=O)c1ccccc1
    18%	0.6%	-1.3	492	16	17	9%	i	1.2	i	50	1.6%	13%
- CC(C)N1CCN(C(=O)c2ccc(OC3CCN(CCc4ccccc4)CC3)cc2)CC1
    8%	-0.1%	·	·	·	·	4%	i	0.6	i	34	-1.4%	12%
- O=C(OCN1C(=O)c2ccccc2C1=O)c1cccs1
    -4%	0.6%	-1.9	1410	6	1	4%	i	0.7	i	21	1.2%	9%
- O=[N+]([O-])c1cccc(C2(O)COc3ccccc3O2)c1 (stereo unspecified)
    7%	-0.8%	·	·	·	·	10%	i	0.7	i	52	1.1%	5%
- COc1ccc(OCCN(C)C(=O)c2cccc(S(=O)(=O)N(C)c3ccccc3)c2)cc1
    ·	·	·	·	·	·	·	i	0.4	i	44	-0.4%	0%
- Cc1ccc(C2(c3ccccc3)NC(=O)N(CC(=O)NCc3ccco3)C2=O)cc1C (stereo unspecified)
    ·	·	·	·	·	·	·	i	0.7	i	40	3.4%	4%
- CCOC(=O)Nc1ccc(S(=O)(=O)NC2CCCCC2)cc1
    11%	-1.6%	-1.5	998	3	10	-3%	i	0.1	i	53	0.4%	2%
- CCC(C)NC(=O)C1CCC(CNS(=O)(=O)c2cccc3nsnc23)CC1 (stereo unspecified)
    6%	-0.6%	·	·	·	·	2%	i	9.2	i	59	-1.9%	6%
- Cc1cc(Cl)ccc1OCC(=O)N1CC(C)CC(C)C1 (stereo unspecified)
    1%	0.8%	-1.3	1052	-5	-12	2%	i	1.4	i	20	11%	9%
- O=C(Cn1c(CO)nc2ccccc21)Nc1cc(C(F)(F)F)ccc1N1CCOCC1
    14%	-0.2%	-7.9	1145	3	-4	-14%	i	0.9	i	36	1.4%	-5%
- Cc1ccc(C(=O)CCC2CCCCC2=O)cc1 (stereo unspecified)
    10%	-0.6%	·	·	-16	-18	2%	i	1.1	i	42	0.2%	8%
- CCCCNC(=O)Cn1cnc2sc(C)c(S(=O)(=O)N3CCN(c4ccccc4OC)CC3)c2c1=O
    2%	-0.4%	·	·	·	·	-5%	i	0.8	i	39	0.7%	5%
- CCOC(=O)CCCNC(=O)COC(=O)c1cc2ccccc2cc1O
    15%	1.1%	·	·	7	9	-12%	i	3.2	i	39	1.1%	-1%
- CC(=O)N1N=C(c2ccco2)CC1c1cc2cc(C)ccc2nc1Cl (stereo unspecified)
    5%	-0.8%	1.7	1149	·	·	1%	+	2.0*	i	22	-0.5%	·
- CC(=O)Nc1ccc(NC(=O)CSc2nnc(CNc3ccc(F)cc3)n2CC2CCCO2)cc1 (stereo unspecified)
    12%	-0.2%	0.1	1071	5	7	-6%	i	0.5	i	39	0.7%	7%
- CCN1CCSc2ccc(C(=O)Nc3ccc(NC(C)=O)cc3)cc21
    19%	0.3%	-0.4	1118	-2	3	-6%	i	0.2	i	59	3.8%	8%

No enrichment for hits, and some 3.6% of all compounds hit somewhere here.
